Compound activity deposited in PubChem by National Center for Advancing Translational Sciences (NCATS).
HBB splice mod – qHTS Assay for Modulators of Hemoglobin Beta Chain Splicing. HBB splicing reporter cell assay, activation; EGFP reporter with mutant IVS2-654 intron; response scale: normalised to 500 nM splice-correcting PNA. Potency, µM (highest dose often 46.1 µM), inactives show at the top dose activation, usual class: activators. 0.06% of 65,000 active. AID 925, 2007; also: potency is read from the fitted curve at half-maximal effect; 0% is about no effect
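Compounds were applied for 2 days to HeLa EGFP-654 cells, 500/well in Optimem with 2% FCS. The reporter's EGFP is disrupted by mis-splicing of beta-globin intron IVS2-654. Readout: summed well GFP fluorescence from 488 nm laser scanning; reference was 500 nM antisense […] 654 PNA.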
Ub-GFP proteasome – Ubiquitin-GFP Assay; Ubiquitin-GFP reporter cells, proteasome inhibition, GFP fluorescence; response scale: untreated = 0%, 10 µM MG-132 = 100%; Potency, µM (highest dose often 45.9 µM), inactives show at the top dose activation (GFP accumulation), usual class: activators; 67,000 tested, under 10 active; AID 526, 2006; active = well fitted activation curve with a large enough effect, not every such curve was filed as active; inconclusive = small, poorly fitted or top-dose-only effect, or another doubt; inactive = no such curve, though single readings can be large or run the other way; also: potency is read from the fitted curve at half-maximal effect
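U2OS cells stably expressing ubiquitin(G76V)-GFP, seeded overnight in 0.5% FBS medium, were exposed to compounds (qHTS, 46 uM to 2.9 nM) for 4 hr at 37 °C. GFP-positive cells were counted by laser cytometry (488 ex/515 em), normalized between basal and 10 uM MG-132.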
Fluorescein fluor – qHTS Assay for Spectroscopic Profiling in Fluorescein Spectral Region. Compound autofluorescence, 480/540 nm, fluorescein-equivalent; active compounds read high. max fluorescein-equivalent concentration, M. 0.91% of 59,000 active; in the data active = max fluorescein-equivalent concentration above about 10 nM; inconclusive = between about 1.1 nM and that limit
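Values reflect compound autofluorescence, normalized to fluorescein on the same plate and reported at each tested concentration. Conditions: 100 mM Tris pH 8.0, room temperature, 15 min, excitation 480 nm, emission 540 nm.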
Pol III holo inh – qHTS Assay for Inhibitors of DNA Polymerase III Holoenzyme System. reconstituted DNA polymerase III holoenzyme replication, biochemical. Potency, µM (titrated, usually from 57.1 µM), for the others: at the highest dose activity change, negative = inhibition. 0.25% of 71,000 active. AID 603, 2007; also: potency is read from the fitted curve at half-maximal effect; % is scaled to controls: 0 for no effect and ±100 for the full control effect
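Reconstituted *E. coli* holoenzyme (0.35 nM Pol III, 1 nM beta, 154 nM SSB, 2 nM primase) was preincubated with compound for 15 min at RT. Synthesis on 1.4 nM ssM13Gori ran 35 min, then was stopped with PicoGreen/EDTA and read as dsDNA fluorescence.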
GFP derepression – qHTS Assay for Epigenetic Modulators; mouse C127i GFP locus derepression, cytometry, 30 h; AID 597, 2007; Potency, µM (series often up to 46.1 µM), inactives show at the highest dose GFP derepression (activation); 0.09% of 68,000 active; also: % of control where 0% means no effect
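Derepression screen: silenced CMV-GFP reporter in murine C127i cells, 30 h compound incubation at 37 C, washed cells imaged by laser-scanning cytometer to enumerate GFP-expressing objects of 20 to 120 um.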
Hsp90 Hop PPI – qHTS Assay for Disrupters of an Hsp90 Co-Chaperone Interaction; Potency, µM (doses to about 57 µM), for inactives: at the highest dose activity change, negative = inhibition; AlphaScreen TPR2A-His6 binding biotin-Hsp90 C-terminal peptide; AID 595, 2007; 0.44% of 71,000 active; Hsp90 C-terminal peptide / TPR2A (Hop) interaction, human; active = well fitted curve in either direction with a large enough effect; inconclusive = small, poorly fitted or top-dose-only effect, or another doubt; also: potency is read from the fitted curve at half-maximal effect; % is scaled to controls: 0 for no effect and ±100 for the full control effect; many of its hits are not listed in these tables
Texas Red fluor – qHTS Assay for Spectroscopic Profiling in Texas Red Spectral Region. Compound fluorescence, Texas Red channel, 547/618 nm; active compounds read high. max dye-equivalent concentration, M. 0.06% of 59,000 active. AID 587, 2007; in the data active = max dye-equivalent concentration above about 10 nM; inconclusive = between about 1.1 nM and that limit
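Pin-transferred compounds and Texas Red standards go into 100 mM Tris buffer, pH 8.0. After 15 min at room temperature, plates are imaged with 547/618 nm filters. Each value is a dye-equivalent concentration derived from the per-plate dye curve.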
4MU fluor – qHTS Assay for Spectroscopic Profiling in 4-MU Spectral Region; compound autofluorescence, 340/450 nm, 4-MU equivalents; active compounds read high; max dye-equivalent concentration, M; 11% of 59,000 active; AID 589, 2007; in the data active = max dye-equivalent concentration above about 10 nM; inconclusive = mostly about 1.1 nM to 9.6 nM
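Compounds in 100 mM Tris, pH 8.0, sat 15 min at room temperature before fluorescence was read at 340 nm excitation/450 nm emission; a per-plate six-point 4-MU standard curve converted signals to dye-equivalent concentration at each compound concentration.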
15-hLO inh – qHTS Assay for Inhibitors of 15-hLO (15-human lipoxygenase). Polyunsaturated fatty acid lipoxygenase ALOX15 (Homo sapiens), P16050. purified 15hLO-1, xylenol orange hydroperoxide absorbance. Potency, µM (series often up to 57.1 µM), for the others: at the top dose activity change, negative = inhibition, usual class: inhibitors. 1.4% of 74,000 active. AID 887, 2007; also: potency is read from the fitted curve at half-maximal effect; % is scaled to controls: 0 for no effect and ±100 for the full control effect; nearly all actives have a fitted effect of over 55% in size
Target sequence (P16050 whole entry, looked up): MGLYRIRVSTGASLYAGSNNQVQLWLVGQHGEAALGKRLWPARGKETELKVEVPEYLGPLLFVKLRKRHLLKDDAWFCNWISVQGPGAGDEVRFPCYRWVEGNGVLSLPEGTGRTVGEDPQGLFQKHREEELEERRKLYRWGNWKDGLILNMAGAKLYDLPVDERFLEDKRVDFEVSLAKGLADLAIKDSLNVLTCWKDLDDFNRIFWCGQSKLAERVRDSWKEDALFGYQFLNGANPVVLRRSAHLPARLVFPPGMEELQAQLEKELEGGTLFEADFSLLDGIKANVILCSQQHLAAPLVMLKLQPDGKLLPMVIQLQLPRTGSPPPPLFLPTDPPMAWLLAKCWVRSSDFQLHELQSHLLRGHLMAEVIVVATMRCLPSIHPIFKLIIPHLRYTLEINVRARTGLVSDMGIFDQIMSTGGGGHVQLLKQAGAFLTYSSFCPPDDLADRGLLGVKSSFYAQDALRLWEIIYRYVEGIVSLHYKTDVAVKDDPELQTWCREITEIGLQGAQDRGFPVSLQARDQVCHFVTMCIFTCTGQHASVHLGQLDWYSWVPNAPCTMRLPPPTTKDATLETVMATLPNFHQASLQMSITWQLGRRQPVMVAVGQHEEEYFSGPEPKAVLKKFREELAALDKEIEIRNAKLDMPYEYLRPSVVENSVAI
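Compounds were preincubated 15 min at room temperature with 40 nM purified human enzyme (25 mM Hepes pH 7.5, 0.01% Triton X-100); 50 uM arachidonic acid reacted 6 min. Fe-xylenol orange detection, 30 min, absorbance ratio 573/405 nm.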
Rhodamine autofl – qHTS Assay for Spectroscopic Profiling in Rhodamine Spectral Region; Rhodamine-region fluorescence, 547/598 nm, Tris buffer; active compounds read high; max dye-equivalent concentration, M; 0.05% of 59,000 active; in the data active = max dye-equivalent concentration above about 11 nM; inconclusive = between about 1.1 nM and that limit
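Steps: pin-transfer compounds into pH 8.0 Tris (100 mM), hold 15 min at room temperature, image with a 547/598 nm filter pair, and convert intensities to rhodamine-equivalent concentration using a six-point on-plate rhodamine series.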
HADH2 inh – qHTS Assay for Inhibitors of HADH2 (Hydroxyacyl-Coenzyme A Dehydrogenase, Type II); 3-hydroxyacyl-CoA dehydrogenase type-2 (Homo sapiens), Q99714; recombinant HADH2, NADH fluorescence, beta-hydroxybutyryl-CoA; Potency, µM (highest dose often 57.1 µM), for the others: at the top dose activity change, negative = inhibition, hits mostly inhibitors; 3.4% of 73,000 active; also: potency is read from the fitted curve at half-maximal effect; % is scaled to controls: 0 for no effect and ±100 for the full control effect; nearly all actives have a fitted effect of over 60% in size; many of its hits are not listed in these tables
Target sequence (Q99714 whole entry, looked up, one chain of several): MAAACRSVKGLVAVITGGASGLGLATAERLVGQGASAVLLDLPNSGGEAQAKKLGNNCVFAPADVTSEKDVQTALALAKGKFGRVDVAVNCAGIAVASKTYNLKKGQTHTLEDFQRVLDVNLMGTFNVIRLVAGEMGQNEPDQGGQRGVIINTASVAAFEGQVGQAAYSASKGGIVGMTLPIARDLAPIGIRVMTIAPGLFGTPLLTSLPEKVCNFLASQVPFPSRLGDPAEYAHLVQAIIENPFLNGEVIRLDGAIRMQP
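NADH fluorescence (ex 360/em 450 nm) read every 30 s for 4 min; activity taken as last-minus-first time point difference. Enzyme 20 nM, NAD+ 1 mM, beta-hydroxybutyryl-CoA 90 uM, pH 9.0 Tris buffer.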
An asterisk follows results filed as active; i = inactive; ? = inconclusive; / = not tested or not shown; [ ] = dose if it differs, or a comment. Unless noted, calls follow the shape of the dose curve; as a rule, active = well fitted curve in the direction sought with a large enough effect; inconclusive = small, poorly fitted or top-dose-only effect, or another doubt; inactive = no such curve, though single readings can be large; an effect the other way counts as inactive or inconclusive. A portion of the library; count on the stated rates, not on these rows.

The line under a structure holds: HBB splice mod, Ub-GFP proteasome, Fluorescein fluor, Pol III holo inh, GFP derepression, Hsp90 Hop PPI, Texas Red fluor, 4MU fluor, 15-hLO inh, Rhodamine autofl, HADH2 inh
COC(=O)C(NC(=O)c1ccccc1)(Nc1nccs1)C(F)(F)F (stereo unspecified)
 : /, /, i, /, 0%[20.6 µM], /, i, i, /, i, /
Cc1nc2cc(NC(=O)COc3ccc(C#N)cc3)ccc2n1-c1ccccc1
 : -0.1%[57.5 µM], -2%, i, -2%, 7%, -3%, ?, i, -2%, i, -6%
COCCn1c(=O)c(-c2cccc(Cl)c2)nc2cncnc21
 : 0.9%, -3%, i, 1%, -2%[9.22 µM], -1%, i, ?, ?, i, 12%
Cc1oc2c(CN3CCCC3)c(O)ccc2c(=O)c1-c1ccc(Br)cc1
 : 2.1%[0.369 µM], -6%, i, -5%, 4%, 0%, ?, 3.4e-06M*, 0%, i, i
CC(c1ccccc1)n1c(NCCCn2ccnc2)nc2c1c(=O)[nH]c(=O)n2C (stereo unspecified)
 : /, 0%, i, -4%, 0%, -7%, i, i, 5%, i, 5%
CC(=O)Nc1cccc(OCC(=O)Nc2ccc(F)cc2)c1
 : 2.2%, 5%, i, -2%, 0%, -5%, i, i, 4%, i, -3%
c1ccc2c(-n3cnnn3)cccc2c1
 : /, 4%, i, -3%, 0%, -3%, i, i, 2%, i, 12%
CC(C)CN1CC[C@@]2(CCCN(C(=O)c3cc(C(F)(F)F)cc(C(F)(F)F)c3)C2)C1
 : 3.4%, -4%, ?, -7%, 0%[9.22 µM], -1%, i, i, -7%, i, 5%
COCCN1Cc2cccc(C(=O)Nc3cccc(C)c3C)c2C1=O
 : -3.6%, -2%, i, 2%, 3%, -18%, i, i, -1%, i, 1%
Cc1cc(C)n2nc(CC(=O)NC3CCCCCCC3)nc2n1
 : 2.6%, 27%, ?, 0%, 0%, -2%, i, i, 2%, i, 6%
COCc1nnc(NC(=O)c2cccs2)s1
 : -0.3%, 11%, ?, -1%, -2%, -2%, i, i, 10%, i, -6%
Cc1cc(=O)n2nc(N3CCC(C(=O)N4CCN(Cc5ccccc5)CC4)CC3)sc2n1
 : -0.7%, -3%, i, 0%, 5%, 1%, i, i, 5%, i, 3%
COc1ccc(-n2c(=O)c(C)nc3cnc(OC)nc32)cc1
 : 0.5%, -8%, i, -8%, 2%[9.22 µM], -8%, i, ?, 4%, i, -14%
C/C(=C\c1ccc(Cl)cc1)C(C)(C)C(=O)O
 : 0.7%[9.22 µM], 1%[9.17 µM], ?, -8%[11.4 µM], 0%[9.22 µM], 3%[11 µM], i, i, 1%[11.4 µM], i, -1%[11.4 µM]
CC1=C(C(=O)OCc2ccccc2)C(c2ccc(C3CCCCC3)cc2)NC(=O)N1CCCCCC(=O)O (stereo unspecified)
 : -0.3%, /, /, -1%, /, -3%, /, /, -30%, /, 17%
Cc1nnc(Sc2nc3ccccc3o2)c2ccccc12
 : -0.3%, -1%, i, -5%, 3%, -4%, i, i, -6%, i, -19%
Cc1c(N=Cc2cccs2)c(=O)n(-c2ccccc2)n1C
 : 1.9%, 4%, /, 5%, -2%, -2%, /, /, 4%, /, 4%
COc1ccc(NCc2c(O)ccc3ccccc23)cc1
 : 1.7%[9.22 µM], -5%[9.17 µM], ?, -11%[11.4 µM], 3%[9.22 µM], -1%[11 µM], i, ?, -3%[11.4 µM], i, 3.2µM*
COc1ccc(C(C)=O)c2c1OCCO2
 : 0.8%[57.5 µM], -1%, ?, 0%, 4%, -5%, i, i, 14%, i, -4%
O=C(O)CCCC(=O)Nc1ccccc1C(=O)O
 : -1.7%[0.369 µM], -5%, i, -3%, 3%, 0%, ?, i, 10%, i, -7%
Nc1ncnc2c1ncn2[C@H]1CC[C@@H](CO)O1
 : -0.9%, /, /, -6%, /, 0%, /, /, 8%, /, -2%
CN/C=C1\C(=O)C(C)(C)Oc2ccc3ccc(=O)oc3c21
 : -0.4%[57.5 µM], 3%, i, -8%, 0%, -3%, i, i, 6%, i, 4%
CC1CCCN(c2nc3c(c(=O)[nH]c(=O)n3C)n2Cc2ccccc2Cl)C1 (stereo unspecified)
 : 0.3%, 2%, /, -8%, /, 1%, /, /, -9%, /, 7%
O=C(CCc1ccccc1)Nc1nc2nc(-c3ccccc3)cc(=O)n2[nH]1
 : -0.4%[57.5 µM], 2%, ?, -7%, 2%, -5%, ?, i, 11%, i, -8%
Cc1nc(SCC(=O)Nc2ccc3c(c2)OCCO3)c2oc3ccccc3c2n1
 : -2.1%[57.5 µM], -2%, ?, 8%, 0%, 1%, i, i, -6%, i, 28%
O=C(CSc1nnc(-c2ccco2)o1)NC(=O)Cc1ccccc1
 : 0.9%[57.5 µM], -2%, i, -2%, 2%, 0%, i, i, 10%, i, ?
COc1ccc2c(c1OC)C(=O)OC2CC(=O)c1ccc(N(C)C)cc1 (stereo unspecified)
 : -3.1%, 6%, /, -6%, 0%, 1%, /, /, 3%, /, 4%
CCOC(=O)c1ccccc1NC(=O)CSc1nnc(Cc2cccn2C)n1-c1ccc(F)cc1
 : -1.0%, -5%, i, -4%, 2%, -14%, i, i, -12%, i, -12%
COc1ccccc1-n1cnc2cc(NCc3ccco3)ccc21
 : -0.6%[0.369 µM], -1%, i, -2%, 4%, -18%, ?, i, 11%, i, -1%
Cc1cc(NC(=O)C2C3C(=O)N(CCC(C)C)C(C(=O)NCc4ccccc4)C34C=CC2(C)O4)no1 (stereo unspecified)
 : /, -3%, i, -2%, 1%, 0%, i, i, 1%, i, 8%

Retrieved one by one from the list above, four records:
The line under a structure holds: HBB splice mod, Ub-GFP proteasome, Fluorescein fluor, Pol III holo inh, GFP derepression, Hsp90 Hop PPI, Texas Red fluor, 4MU fluor, 15-hLO inh, Rhodamine autofl, HADH2 inh
COc1ccccc1-n1cnc2cc(NCc3ccco3)ccc21
 : -0.6%[0.369 µM], -1%, i, -2%, 4%, -18%, ?, i, 11%, i, -1%
Cc1nc(SCC(=O)Nc2ccc3c(c2)OCCO3)c2oc3ccccc3c2n1
 : -2.1%[57.5 µM], -2%, ?, 8%, 0%, 1%, i, i, -6%, i, 28%
CC(c1ccccc1)n1c(NCCCn2ccnc2)nc2c1c(=O)[nH]c(=O)n2C (stereo unspecified)
 : /, 0%, i, -4%, 0%, -7%, i, i, 5%, i, 5%
CC(=O)Nc1cccc(OCC(=O)Nc2ccc(F)cc2)c1
 : 2.2%, 5%, i, -2%, 0%, -5%, i, i, 4%, i, -3%

Next section
The line under a structure holds: HBB splice mod, Ub-GFP proteasome, Fluorescein fluor, Pol III holo inh, GFP derepression, Hsp90 Hop PPI, Texas Red fluor, 4MU fluor, 15-hLO inh, Rhodamine autofl, HADH2 inh
CCCn1c(SCC(=O)NC(=O)NCc2ccco2)n[nH]c1=O
 : ?, 10%, i, -29%, 2%, 1%, ?, i, -23%, i, -16%
CC(OC(=O)C1CCCO1)C(=O)NC1CCCC1 (stereo unspecified)
 : 0.5%[57.5 µM], -1%, i, 1%, 0%, -1%, i, i, 10%, i, 4%
CCc1ccc2oc(-c3cc(N=Cc4cccc(OC)c4O)ccc3O)nc2c1
 : /, 2%, i, -3%, 1%, -7%, i, i, -9%, i, -20%
CCSc1nc(C)cc(Oc2ccc(=O)n(C)n2)n1
 : 0.4%[1.84 µM], 11%, i, -1%, -2%, -2%, i, i, 0%, i, 14%
COc1ccccc1NC(=O)C1C2C=CC3(CN(Cc4cccnc4)C(=O)C13)O2 (stereo unspecified)
 : 0.3%, 4%, /, -4%, 0%, -2%, /, /, 2%, /, 1%

At a glance, some entries already given.
The line under a structure holds: HBB splice mod, Ub-GFP proteasome, Fluorescein fluor, Pol III holo inh, GFP derepression, Hsp90 Hop PPI, Texas Red fluor, 4MU fluor, 15-hLO inh, Rhodamine autofl, HADH2 inh
CCSc1nc(C)cc(Oc2ccc(=O)n(C)n2)n1
 : 0.4%[1.84 µM], 11%, i, -1%, -2%, -2%, i, i, 0%, i, 14%
COc1ccccc1NC(=O)C1C2C=CC3(CN(Cc4cccnc4)C(=O)C13)O2 (stereo unspecified)
 : 0.3%, 4%, /, -4%, 0%, -2%, /, /, 2%, /, 1%
